# GLS inhibitor: blocks human kidney-isoform glutaminase activity. GLS enzymatic activity, qHTS titration. 410,000 compounds, 0.21% hits. O94925. Potency, µM (highest dose often 45.5 µM), for the others: at the highest dose activity change, negative = inhibition, most hits filed as inhibitors. AID 624170; note: % is set by controls: 0 for no effect and ±100 for the full control effect
#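 Enzyme dispensed in phosphate buffer (45 mM, pH 8.2, 0.02% Tween-20), compounds pinned in, then 1 mM L-glutamine solution and the glutamate oxidase–HRP–Amplex Red mix added; fluorescence read immediately and again after 30 min at room temperature.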
# Pin1 inh: inhibitors of human Pin1; 390,000 compounds, 0.009% hits; Potency, µM (top dose mostly 115 µM), for inactives: at the highest dose activity, negative = inhibition, actives largely listed as inhibitors; Q13526; AID 504891; Pin1 FP peptide displacement, HiFluor488, 10 min; active = well fitted inhibition curve with a large enough effect in the polarisation, with a control signal flat, not every such curve was filed as active; inconclusive = small, poorly fitted or top-dose-only effect, or effect the other way, or a change in a side signal; inactive = no such curve, though single readings can be large or run the other way; the % refers to the polarisation; note: % is set by controls: 0 for no effect and ±100 for the full control effect
# Tb PGK inh: blocks T. brucei phosphoglycerate kinase | 380,000 compounds, 0.043% hits | PGK/GAPDH coupled, Kinase-Glo luminescence, 60 min | P07378 | Potency, µM (doses to about 57.5 µM), inactives show at the highest dose activity change, negative = inhibition, actives largely listed as inhibitors; note: % is set by controls: 0 for no effect and ±100 for the full control effect; nearly all actives have a fitted effect of over 60% in size
#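 Luminescent ATP detection (Kinase-Glo Plus) follows a 60-minute room-temperature incubation, with wells lacking PGK as controls. Buffer: 100 mM TEA (pH 7.6), 5 mM MgCl2, 0.01% Tween-20. Coupling enzyme GAPDH (100 nM final) supplies unstable 1,3-BPG in-well.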
# BAZ2B inh: blocks human BAZ2B; Q9UIF8; 360,000 compounds, 4.4% hits; AlphaScreen BAZ2B-H3K14Ac peptide displacement; Potency, µM (titrated, usually from 114 µM), for inactives: at the top dose activity change, negative = inhibition, actives largely listed as inhibitors; note: % is set by controls: 0 for no effect and ±100 for the full control effect; nearly all actives have a fitted effect of over 60% in size
#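 AlphaScreen displacement: compounds (up to 110uM) incubated 30 min at room temperature with a preformed 50 nM BAZ2B/50 nM biotinylated H3K14Ac peptide complex in PBS pH 7.4 with Tween-20. Donor and acceptor beads at 10 ug/mL final added, 20 min light-protected before reading.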
# JMJD2A Tudor: inhibitors of human JMJD2A Tudor domain. AlphaScreen JMJD2A-Tudor / H3K4me3 peptide binding. Potency, µM (titrated, usually from 114 µM), without a hit: top-dose activity change, negative = inhibition, usual class: inhibitors. 390,000 compounds, 4.4% hits; note: % is set by controls: 0 for no effect and ±100 for the full control effect; nearly all actives have a fitted effect of over 50% in size
# Target sequence (O75164 whole entry, looked up, the tested form may be a part): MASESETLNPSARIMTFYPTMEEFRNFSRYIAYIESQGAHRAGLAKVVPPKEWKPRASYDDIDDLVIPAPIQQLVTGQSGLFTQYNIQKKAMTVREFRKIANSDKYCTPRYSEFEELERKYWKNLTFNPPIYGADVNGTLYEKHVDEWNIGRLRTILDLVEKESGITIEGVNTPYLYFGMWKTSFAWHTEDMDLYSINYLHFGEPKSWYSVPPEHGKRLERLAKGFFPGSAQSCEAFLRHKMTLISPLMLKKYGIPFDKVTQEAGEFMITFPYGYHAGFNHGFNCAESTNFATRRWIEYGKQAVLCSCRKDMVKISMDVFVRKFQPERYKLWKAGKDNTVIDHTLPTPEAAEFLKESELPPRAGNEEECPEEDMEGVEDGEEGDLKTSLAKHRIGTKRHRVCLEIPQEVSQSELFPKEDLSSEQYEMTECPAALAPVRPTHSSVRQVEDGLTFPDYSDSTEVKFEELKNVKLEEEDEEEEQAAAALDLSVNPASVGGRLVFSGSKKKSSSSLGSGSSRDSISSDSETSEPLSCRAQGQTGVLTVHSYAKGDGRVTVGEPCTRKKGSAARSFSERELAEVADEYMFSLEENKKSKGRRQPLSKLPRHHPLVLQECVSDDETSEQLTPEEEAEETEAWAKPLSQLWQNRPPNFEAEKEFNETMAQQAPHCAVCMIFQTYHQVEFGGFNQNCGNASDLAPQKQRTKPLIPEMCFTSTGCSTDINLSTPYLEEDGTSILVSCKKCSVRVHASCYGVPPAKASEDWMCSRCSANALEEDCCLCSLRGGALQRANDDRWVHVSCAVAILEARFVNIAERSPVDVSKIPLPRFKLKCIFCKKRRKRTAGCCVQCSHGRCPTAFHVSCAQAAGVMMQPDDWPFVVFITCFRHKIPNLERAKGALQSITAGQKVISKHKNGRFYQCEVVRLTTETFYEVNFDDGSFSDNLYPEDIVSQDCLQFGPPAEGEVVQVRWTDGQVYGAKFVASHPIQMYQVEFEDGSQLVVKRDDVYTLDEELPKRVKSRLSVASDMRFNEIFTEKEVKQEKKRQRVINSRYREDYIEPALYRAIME
# POLI inh: DNA polymerase iota (human) inhibition; Q9UNA4; Pol iota fluorescent replication assay, 10 min; Potency, µM (highest dose often 115 µM), for inactives: top-dose activity, negative = inhibition, most hits filed as inhibitors; 390,000 compounds, 1% hits; AID 588590
#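 Pol iota at 10 nM preincubated 15 min with compounds at room temperature; reaction started with fluorescent substrate, 50 nM final. Fluorescence read kinetically at 0 and 10 min; buffer-only wells as negative control.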
# G9a block: G9a (human) methyltransferase inhibition; Potency, µM (series often up to 102 µM), for inactives: at the highest dose activity, negative = inhibition, usual class: inhibitors; Q96KQ7; 350,000 compounds, 8.8% hits; G9a H3K9 monomethylation, AlphaScreen, 2 h; note: % is set by controls: 0 for no effect and ±100 for the full control effect; nearly all actives have a fitted effect of over 75% in size
#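 Quantitative HTS format: methyltransferase activity on a biotin-tagged H3K9 peptide is measured by AlphaScreen, using a rabbit anti-monomethyl-H3K9 antibody with streptavidin donor and anti-IgG acceptor beads. Final levels are 20 nM enzyme, 500 nM peptide, 20 uM SAM; 2 h RT.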
# BLM inh: Bloom syndrome helicase (human) inhibition | recombinant BLM DNA unwinding, fluorescence dequenching | P54132 | Potency, µM (doses to about 56.1 µM), for the others: top-dose activity change, negative = inhibition, hits mostly inhibitors | 350,000 compounds, 0.2% hits;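 note: plate controls were vehicle for no effect and no enzyme for full effect; nearly all actives have a fitted effect of over 35% in size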
# HP1b binding inh: HP1-beta chromodomain-methylated histone interaction inhibition; AlphaScreen HP1-beta / biotin-H3K9me3 peptide binding; Potency, µM (titrated, usually from 114 µM), inactives show top-dose activity change, negative = inhibition, actives largely listed as inhibitors; 390,000 compounds, 0.56% hits; AID 540317; note: nearly all actives have a fitted effect of over 70% in size; inactives centre near 23
#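 Compound inhibition of the preformed complex between 50 nM HP1-beta and 50 nM biotinylated H3K9me3 peptide was read by AlphaScreen. Buffer was PBS pH 7.4 with 0.01% Tween-20. Incubations ran 30 min at room temperature, with 10 ug/mL donor/acceptor beads.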
# * marks the source's active call; other numbers are inactive results; i = inactive; ? = inconclusive; . = no result given; & = joins results of further samples; ! = not confirmed by another sample; [ ] = dose if it differs, or a comment. Unless noted, calls come from the whole dose curve; as a rule, active = well fitted curve in the direction sought with a large enough effect; inconclusive = small, poorly fitted or top-dose-only effect, or another doubt; inactive = no such curve, though single readings can be large; an effect the other way counts as inactive or inconclusive. Potency is the fitted concentration of half-maximal effect.
cpd | GLS inhibitor | Pin1 inh | Tb PGK inh | BAZ2B inh | JMJD2A Tudor | POLI inh | G9a block | BLM inh | HP1b binding inh | Structure
1 | 7.4% | -0.2% | -2.3% | ? | -17.2% | 9.1% | -27.0%[59 µM] | 1.9% | -15.3% | COc1cc2c(=O)c(C(=O)c3ccc(C)c(C)c3)cn(Cc3ccccc3)c2cc1OC
2 | 14.5% | . | -12.6% | . | -23.3% | 12.4% | . | . | 47.6%[activator] | Cc1ccccc1S(=O)(=O)N1[C@@H](c2ccc(Br)cc2)C(C(=O)O)=CC[C@H]1c1ccc(Cl)cc1
3 | . | 3.3% | . | . | 35.4%[57.1 µM] | 6.6% | . | . | 50.6%[activator][57 µM] | COc1ccc(/C=C\c2nccc3c2[nH]c2ccccc23)cc1
4 | 10.9% | 15.5% | -7.0% | -4.8% | -13.7% | 79.4µM* | -0.3% | 0.0% | 49.2%[activator] | CN(C)c1ccc(/C=C2\C(=N)N3N=C(CC(=O)N4CCCC4)SC3=NC2=O)cc1Br
5 | -11.4% | -5.7% | -5.5% | 1.5% | 50.1µM* | 123.0%[activator] | 2.5% | 1.9% | 4.6% | O=c1cc(NCCc2ccccc2)c2ccccc2o1
6 | -0.8%&-0.3% | 12.2%&0.1% | -4.3% | -38.8% | ? | -18.1%&-7.8% | 14.1µM*! | -6.1%&-6.4% | ? | O=C(Nc1nnc(S(=O)(=O)N2CCCCCC2)s1)c1ccc(Br)cc1
7 | 0.4% | 0.6% | -7.7% | 31.7% | 52.8%[activator] | 24.0% | 213.1%[activator] | -6.0% | 96.1%[activator] | Cc1onc(-c2c(Cl)cccc2Cl)c1C(=O)c1ccc(F)cc1
8 | -6.8% | 0.9% | i | 10.9% | 2.8% | 83.8%[activator] | 48.5%[activator] | -9.5% | 25.4% | CC1CCN(C(=O)COC(=O)Cc2ccc(Br)cc2)CC1
9 | -2.3% | ? | -6.6% | -12.3% | -23.3% | 15.7% | 2.8%[59 µM] | 1.6% | 16.9% | O=[N+]([O-])c1ccc2c(c1)C=C1CCCCC1(N1CCCC1)O2 (stereo unspecified)
10 | 21.5% | -1.6% | 1.8%[11.5 µM] | 0.1% | -10.7% | 3.5% | -9.8%[59 µM] | -5.4% | 13.6% | O=S(=O)(c1ccc2nc(Cc3cccc(C(F)(F)F)c3)[nH]c2c1)N1CCOCC1
11 | 0.8% | 6.5% | -3.5% | -38.8% | ? | 3.2% | -14.0%[59 µM] | -2.1% | -7.6% | Cc1ccc([N+](=O)[O-])cc1NC(=O)CN(C(=O)c1ccccc1Cl)C1CCCCC1
12 | 2.2% | -3.0% | -2.0% | -5.4% | 89.1µM* | 29.2% | 39.8µM* | -7.6% | 26.9% | CCC(=O)Nc1ccc(-c2nnc(SCC(=O)Nc3nccs3)n2C)cc1
13 | -7.2% | -7.2% | -0.2% | 0.6% | -14.7% | ? | 3.3%[59 µM] | 2.0% | 34.9% | CCCC(=O)Nc1cccc(-c2nc3ncccc3o2)c1
14 | -1.1% | 1.1% | -6.6% | -5.5% | -15.1% | -36.6% | 6.6%[59 µM] | . | 1.3% | O=c1[nH]c(=O)c2cn[nH]c2[nH]1
15 | 5.2% | -0.6% | -1.7% | 2.1% | -14.1% | -0.1% | -40.4%[12.7 µM] | 0.4% | 20.1% | Cc1cc(C)cc(OCc2nnc(SCC(=O)N3CCN(c4ccccc4)CC3)o2)c1
16 | 2.6% | 3.5% | -1.2% | . | -11.3% | 28.0% | . | . | 34.9% | COc1cc2c3c([nH]c2cc1F)C(=O)NCC3
17 | -7.9% | 0.4% | 4.5% | ? | ? | 13.0% | 3.55µM* | 1.4% | -53.2% | COc1ccc(N=C2C(=Nc3ccc(OC)cc3)N(c3ccc(OC)cc3)C(=S)N2C(=O)c2ccc(OC)cc2)cc1
18 | 6.4% | -3.7% | -4.4% | 236.5%[activator] | 47.4%[activator] | 16.0% | 135.2%[activator] | -9.8% | 112.5% | O=C(Nc1ccccc1N1CCCCC1)c1ccccc1F
19 | -5.5% | -0.9% | 0.0% | -3.6% | -18.8% | 37.5%[activator] | ? | -1.1% | 23.2% | O=[N+]([O-])c1cc(-c2ncccn2)cs1
20 | 60.0%[activator] | 13.1% | i | 1.2% | ? | 6.1% | 19.2% | -1.2% | 2.6% | COc1cccc(-n2nnnc2SCC(=O)Nc2ccc(NC(C)=O)cc2)c1
21 | -13.0% | 17.1% | -6.7% | 9.4% | -3.8% | -24.0% | 10.7%[59 µM] | -11.2% | 33.4% | Cc1cc(C)n(-c2nnc(Nc3ccc(C)c(Cl)c3)c3ccccc23)n1
22 | 4.8% | 0.6% | -3.9% | 53.4%[activator] | -10.8% | 5.0% | -74.3% | -3.5% | 29.5% | Cc1cc(Cl)ccc1Oc1ncc(-c2ccc(Cl)cc2)cn1
23 | -2.7% | -8.0% | -4.8% | -17.2% | -4.3% | 23.7% | 0.5%[59 µM] | -1.8% | 41.8%[activator] | O=C(Nc1ccc2nc(SCCOc3ccccc3)sc2c1)c1ccccc1F
24 | 8.3% | 0.1% | -5.7% | -35.0% | 1.0% | 36.2% | -15.8% | 1.4% | 27.7% | CCN(CC)CC(O)c1cccn1-c1ccc(CNC(=O)NC(C)C)cc1 (stereo unspecified)
25 | 1.1% | 12.6% | 0.2% | -34.6% | -34.2% | 73.1%[activator] | -18.9%[59 µM] | -8.1% | 0.2% | CC(=O)Nc1cccc(NC(=O)Cc2nc(-c3ccccc3)sc2-c2ccc(C)cc2)c1
26 | 1.6% | -2.5% | -7.6% | 0.9% | 2.9% | 176.8%[activator] | 11.7% | -0.6% | 23.2% | COc1ccc(C(=O)CN2C(=O)c3ccccc3C2=O)cc1
27 | -7.6% | 2.7% | -4.8% | ? | ? | ? | ? | -5.2% | -31.3% | CC(OC(=O)c1ccc(S(=O)(=O)NCc2ccco2)cc1)C(=O)Nc1ccc(Cl)cn1 (stereo unspecified)
28 | 5.4% | 2.9% | 9.4% | -16.9% | 28.2µM* | -6.6% | ? | -4.8% | 0.2% | OCCN1CCN(CCSc2ccccc2)CC1

# Molecules above that have an aryl thioether with sulfur outside any ring (5):
cpd | GLS inhibitor | Pin1 inh | Tb PGK inh | BAZ2B inh | JMJD2A Tudor | POLI inh | G9a block | BLM inh | HP1b binding inh | Structure
12 | 2.2% | -3.0% | -2.0% | -5.4% | 89.1µM* | 29.2% | 39.8µM* | -7.6% | 26.9% | CCC(=O)Nc1ccc(-c2nnc(SCC(=O)Nc3nccs3)n2C)cc1
15 | 5.2% | -0.6% | -1.7% | 2.1% | -14.1% | -0.1% | -40.4%[12.7 µM] | 0.4% | 20.1% | Cc1cc(C)cc(OCc2nnc(SCC(=O)N3CCN(c4ccccc4)CC3)o2)c1
20 | 60.0%[activator] | 13.1% | i | 1.2% | ? | 6.1% | 19.2% | -1.2% | 2.6% | COc1cccc(-n2nnnc2SCC(=O)Nc2ccc(NC(C)=O)cc2)c1
23 | -2.7% | -8.0% | -4.8% | -17.2% | -4.3% | 23.7% | 0.5%[59 µM] | -1.8% | 41.8%[activator] | O=C(Nc1ccc2nc(SCCOc3ccccc3)sc2c1)c1ccccc1F
28 | 5.4% | 2.9% | 9.4% | -16.9% | 28.2µM* | -6.6% | ? | -4.8% | 0.2% | OCCN1CCN(CCSc2ccccc2)CC1

# Another view of part of the listing above.
no.	compound	GLS inhibitor	Pin1 inh	Tb PGK inh	BAZ2B inh	JMJD2A Tudor	POLI inh	G9a block	BLM inh	HP1b binding inh
27	CC(OC(=O)c1ccc(S(=O)(=O)NCc2ccco2)cc1)C(=O)Nc1ccc(Cl)cn1 (stereo unspecified)	-7.6%	2.7%	-4.8%	?	?	?	?	-5.2%	-31.3%
28	OCCN1CCN(CCSc2ccccc2)CC1	5.4%	2.9%	9.4%	-16.9%	28.2µM*	-6.6%	?	-4.8%	0.2%

# Screens from PubChem.

# A portion of the library; rates above refer to the full screens.
